Pf apPOL inh: Pf-apPOL DNA polymerase inhibition; Recombinant Pf-apPOL, molecular beacon fluorescence, 1.5 h; inhibition, % at 10 µM; 210,000 compounds, 0.25% hits; AID 1794808
mHTT CaM bind: mHTT-calmodulin interaction abrogation | AID 1671202 | 190,000 compounds, 3.6% hits | inhibition, % at 15 µM | AlphaScreen His-mHTT/GST-CaM binding, luminescence | P42858;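 also: 0% = both proteins with DMSO and 100% = one protein alone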
Target sequence (P42858 whole entry, looked up, stated change not applied): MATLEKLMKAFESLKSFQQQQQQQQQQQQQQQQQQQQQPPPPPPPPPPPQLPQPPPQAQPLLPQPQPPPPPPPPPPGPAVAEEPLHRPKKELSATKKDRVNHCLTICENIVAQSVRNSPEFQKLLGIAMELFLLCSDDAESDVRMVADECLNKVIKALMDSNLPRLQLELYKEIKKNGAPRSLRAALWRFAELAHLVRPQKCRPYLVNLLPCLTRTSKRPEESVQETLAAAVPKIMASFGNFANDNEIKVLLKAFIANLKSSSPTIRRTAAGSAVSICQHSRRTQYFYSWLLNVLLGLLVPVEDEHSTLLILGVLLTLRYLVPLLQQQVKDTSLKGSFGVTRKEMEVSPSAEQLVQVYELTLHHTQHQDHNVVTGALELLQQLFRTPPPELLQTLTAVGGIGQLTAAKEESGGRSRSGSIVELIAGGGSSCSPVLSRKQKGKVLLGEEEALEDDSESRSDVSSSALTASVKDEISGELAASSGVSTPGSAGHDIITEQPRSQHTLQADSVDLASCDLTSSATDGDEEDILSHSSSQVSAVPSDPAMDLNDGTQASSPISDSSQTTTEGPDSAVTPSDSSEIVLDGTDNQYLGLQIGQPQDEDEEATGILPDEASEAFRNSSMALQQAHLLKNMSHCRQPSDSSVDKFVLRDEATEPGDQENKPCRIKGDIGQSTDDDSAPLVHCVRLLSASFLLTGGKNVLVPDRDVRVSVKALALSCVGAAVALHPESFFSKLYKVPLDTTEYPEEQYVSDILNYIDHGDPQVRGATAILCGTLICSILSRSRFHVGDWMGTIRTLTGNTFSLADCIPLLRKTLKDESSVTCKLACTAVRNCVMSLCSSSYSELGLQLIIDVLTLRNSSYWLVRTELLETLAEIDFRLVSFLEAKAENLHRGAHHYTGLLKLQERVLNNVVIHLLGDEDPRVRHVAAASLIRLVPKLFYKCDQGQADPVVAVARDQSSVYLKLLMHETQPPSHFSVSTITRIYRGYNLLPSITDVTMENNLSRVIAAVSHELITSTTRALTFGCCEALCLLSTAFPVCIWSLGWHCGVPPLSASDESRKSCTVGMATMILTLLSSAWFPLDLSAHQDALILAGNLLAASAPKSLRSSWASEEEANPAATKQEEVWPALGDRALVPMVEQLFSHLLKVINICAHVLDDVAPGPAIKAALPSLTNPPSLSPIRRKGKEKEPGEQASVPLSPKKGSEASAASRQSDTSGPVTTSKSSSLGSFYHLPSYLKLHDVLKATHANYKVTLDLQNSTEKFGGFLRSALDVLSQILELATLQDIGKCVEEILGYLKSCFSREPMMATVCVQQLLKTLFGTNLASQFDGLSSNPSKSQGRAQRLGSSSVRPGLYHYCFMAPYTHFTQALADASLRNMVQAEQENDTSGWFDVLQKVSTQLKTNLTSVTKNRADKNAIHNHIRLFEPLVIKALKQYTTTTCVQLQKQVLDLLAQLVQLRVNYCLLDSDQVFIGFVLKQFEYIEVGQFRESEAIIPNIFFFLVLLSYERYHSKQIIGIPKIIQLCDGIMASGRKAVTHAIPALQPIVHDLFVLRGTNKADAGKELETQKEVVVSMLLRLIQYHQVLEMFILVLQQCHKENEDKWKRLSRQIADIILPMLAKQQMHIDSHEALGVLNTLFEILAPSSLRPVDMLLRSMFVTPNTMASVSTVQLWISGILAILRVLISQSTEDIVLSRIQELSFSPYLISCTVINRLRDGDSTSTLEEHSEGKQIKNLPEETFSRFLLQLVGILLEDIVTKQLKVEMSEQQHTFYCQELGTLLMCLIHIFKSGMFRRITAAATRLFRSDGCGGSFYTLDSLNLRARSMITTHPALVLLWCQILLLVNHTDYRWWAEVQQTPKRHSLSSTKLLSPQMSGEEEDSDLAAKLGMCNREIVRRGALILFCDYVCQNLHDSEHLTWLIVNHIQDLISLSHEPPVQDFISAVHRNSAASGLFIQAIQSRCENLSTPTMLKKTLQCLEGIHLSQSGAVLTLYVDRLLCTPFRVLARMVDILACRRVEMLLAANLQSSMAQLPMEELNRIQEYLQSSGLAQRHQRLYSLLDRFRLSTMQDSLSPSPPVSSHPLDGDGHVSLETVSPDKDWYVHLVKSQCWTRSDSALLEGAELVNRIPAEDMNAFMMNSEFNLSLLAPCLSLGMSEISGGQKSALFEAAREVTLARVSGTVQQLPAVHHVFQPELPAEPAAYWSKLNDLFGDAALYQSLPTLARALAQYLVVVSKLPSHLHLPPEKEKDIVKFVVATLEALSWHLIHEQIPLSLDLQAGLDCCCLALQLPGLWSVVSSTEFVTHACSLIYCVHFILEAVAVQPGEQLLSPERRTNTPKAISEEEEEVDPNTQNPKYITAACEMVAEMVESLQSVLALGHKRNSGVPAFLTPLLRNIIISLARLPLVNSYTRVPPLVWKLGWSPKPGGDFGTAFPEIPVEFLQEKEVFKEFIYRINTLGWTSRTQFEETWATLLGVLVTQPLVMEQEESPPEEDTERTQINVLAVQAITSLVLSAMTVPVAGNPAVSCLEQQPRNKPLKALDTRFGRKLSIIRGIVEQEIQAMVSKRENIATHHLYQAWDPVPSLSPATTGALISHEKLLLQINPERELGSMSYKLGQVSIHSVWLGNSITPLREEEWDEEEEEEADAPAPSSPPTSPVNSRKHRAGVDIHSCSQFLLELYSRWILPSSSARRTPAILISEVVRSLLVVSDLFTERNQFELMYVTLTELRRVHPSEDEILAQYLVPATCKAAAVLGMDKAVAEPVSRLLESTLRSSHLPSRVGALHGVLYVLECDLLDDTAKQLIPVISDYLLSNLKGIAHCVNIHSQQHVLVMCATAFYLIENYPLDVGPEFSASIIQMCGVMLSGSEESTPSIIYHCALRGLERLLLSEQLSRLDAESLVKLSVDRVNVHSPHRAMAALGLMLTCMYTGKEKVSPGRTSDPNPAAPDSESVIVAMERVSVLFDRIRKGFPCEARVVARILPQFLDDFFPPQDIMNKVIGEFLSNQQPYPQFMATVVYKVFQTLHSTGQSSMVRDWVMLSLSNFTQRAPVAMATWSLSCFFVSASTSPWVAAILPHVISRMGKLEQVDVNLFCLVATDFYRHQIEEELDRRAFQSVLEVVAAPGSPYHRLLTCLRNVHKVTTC
An asterisk follows results filed as active; & = joins results of further samples. Rule as the data show it: active = inhibition above about 50%; inactive = the rest. An excerpt; the hit share may differ from the screen's.

For C[C@H]1COc2cc(Br)ccc2S(=O)(=O)N1Cc1cn(CCC2OCCCO2)nn1 the results were Pf apPOL inh 0 and mHTT CaM bind 3.
For Cn1cccc1CN(C(=O)CSc1ccc(F)cc1)C1CC1 the results were Pf apPOL inh -7 and mHTT CaM bind 10.
O=C1C2C3C=CC(C3)C2C(=O)N1c1ccc(OC(F)(F)F)cc1 (configuration not stated) was read as Pf apPOL inh -4 and mHTT CaM bind -2.
CC(=O)NC(CCCN=C(N)N)C(=O)O (configuration not stated) was read as Pf apPOL inh 3.
`CC(CN1CCN(Cc2ccccc2)CC1)N(C(=O)c1ccoc1)c1ccccn1` (configuration not stated) gave Pf apPOL inh -7.
`O=C(c1nn2c(C(F)(F)F)cc(-c3ccc(Cl)cc3)nc2c1Cl)N1CCCC1` gave Pf apPOL inh -65 and mHTT CaM bind -2.
Screening CCCC1CCC2(CCCN2CCOC(=O)Nc2ccc(F)cc2)CC1 (configuration not stated) returned Pf apPOL inh 0 and mHTT CaM bind 4.
For COc1ccc(C2CC(c3c(C)cc(C)[nH]c3=O)=NN2c2ccccc2C)cc1 (configuration not stated) the results were Pf apPOL inh 4 and mHTT CaM bind -31.
`CCOC(=O)c1ccc(N2CC3CCCCN3C2c2cccc(OC)c2O)cc1` (configuration not stated) gave Pf apPOL inh 4.
Screening O=C(COc1ccccc1F)NCC1CCN(Cc2cccs2)CC1 returned Pf apPOL inh -3 and mHTT CaM bind -7.
`Cc1ccccc1Cc1nc2c(c(=O)[nH]1)CN(C(=O)Nc1ccccc1)CC2` gave Pf apPOL inh -2 and mHTT CaM bind -3.
For O=C(Nc1ccccc1)c1ccccc1O the results were Pf apPOL inh 2 and mHTT CaM bind -3.
`CC(=O)Oc1ccc2c(=O)c(-c3ccccc3)c(C(F)(F)F)oc2c1` gave Pf apPOL inh -1 and mHTT CaM bind 6.
For O=c1[nH]nc(C2CCCN(S(=O)(=O)C3CC3)C2)n1-c1ccccc1 (configuration not stated) the results were Pf apPOL inh -8 and mHTT CaM bind 5.
CC(O)C1CCN(Cc2ccc(Br)o2)CC1 (configuration not stated) was read as Pf apPOL inh -6 and mHTT CaM bind -3.

A draw from above in order of molar mass, smallest number first.
CC(=O)NC(CCCN=C(N)N)C(=O)O (configuration not stated) was read as Pf apPOL inh 3.
O=C1C2C3C=CC(C3)C2C(=O)N1c1ccc(OC(F)(F)F)cc1 (configuration not stated) was read as Pf apPOL inh -4 and mHTT CaM bind -2.
`CC(=O)Oc1ccc2c(=O)c(-c3ccccc3)c(C(F)(F)F)oc2c1` gave Pf apPOL inh -1 and mHTT CaM bind 6.
Screening O=C(COc1ccccc1F)NCC1CCN(Cc2cccs2)CC1 returned Pf apPOL inh -3 and mHTT CaM bind -7.
For COc1ccc(C2CC(c3c(C)cc(C)[nH]c3=O)=NN2c2ccccc2C)cc1 (configuration not stated) the results were Pf apPOL inh 4 and mHTT CaM bind -31.
For C[C@H]1COc2cc(Br)ccc2S(=O)(=O)N1Cc1cn(CCC2OCCCO2)nn1 the results were Pf apPOL inh 0 and mHTT CaM bind 3.

Further results follow.
Screening Cc1ccccc1S(=O)(=O)NCc1nc2cccnc2n1CC(C)C returned Pf apPOL inh -1 and mHTT CaM bind -3.
CC(O)(CNC(=O)c1cccc(C(F)(F)F)c1)c1ccco1 (configuration not stated) was read as Pf apPOL inh 0 and mHTT CaM bind -16.
For O=C(O)c1cc(-c2ccc3ccccc3c2)n[nH]1 the results were Pf apPOL inh 6 and mHTT CaM bind -3.
For CC(=O)NC1=NN(C(C)=O)C(C)(c2ccc(C)cc2)S1 (configuration not stated) the results were Pf apPOL inh -7 and mHTT CaM bind -2.
Screening O=Cc1cn(CCC(=O)O)c2ccccc12 returned Pf apPOL inh -2 and mHTT CaM bind -2.
For Fc1cccc(Nc2cc(-n3cccn3)ncn2)c1 the results were Pf apPOL inh -4 and mHTT CaM bind -9.
`Cc1ccccc1CNC(=O)C1(C)Oc2cccnc2N(C)C1=O` (configuration not stated) gave Pf apPOL inh 2 and mHTT CaM bind 3.
Screening Fc1ccc(Nc2ncnc3c2cnn3-c2ccccc2)cc1 returned Pf apPOL inh -5 and mHTT CaM bind 15.
`N#CCSc1nccc2c(OCc3ccc(F)cc3)cccc12` gave Pf apPOL inh -5 and mHTT CaM bind -6.
Cc1ccc2nc(-c3ccc(N4C(=O)CCC4=O)cc3)sc2c1 was read as Pf apPOL inh 0 and mHTT CaM bind 3.
`O=C1C2CCCCC2C(=O)N1c1cc(Cl)ccc1Cl` (configuration not stated) gave Pf apPOL inh 0 and mHTT CaM bind 16.
Screening COCc1[nH]nc2c1C(c1ccc(F)cc1)C(C#N)=C(N)O2 (configuration not stated) returned Pf apPOL inh -3 and mHTT CaM bind 2.
`COc1ccc(/C=C/c2ccc3ccccc3[n+]2C)cc1OC` gave Pf apPOL inh -2 and mHTT CaM bind 4.
Screening Cc1ccc(Oc2ccc(C(F)(F)F)cc2[N+](=O)[O-])c([N+](=O)[O-])n1 returned Pf apPOL inh -10&-3.
O=C(O)c1cc(NC(=O)C(c2ccccc2)c2ccccc2)cc(C(=O)O)c1 was read as Pf apPOL inh 1 and mHTT CaM bind -4.
N#Cc1nc(-c2ccc(S(=O)(=O)N3CCOCC3)cc2)oc1N1CCC(C(N)=O)CC1 was read as Pf apPOL inh -6 and mHTT CaM bind -11.
For CC(=O)N1CCc2cc(S(=O)(=O)Nc3ccc(C)cn3)ccc21 the results were Pf apPOL inh -3 and mHTT CaM bind -2.
For O=C(CCC1CCCN(C(=O)Nc2ccc(F)cc2)C1)NC1CCCCC1 (configuration not stated) the results were Pf apPOL inh -10 and mHTT CaM bind -10.
O=c1c(F)cn(Cc2ccc(Br)cc2)c(=O)n1Cc1ccc(Br)cc1 was read as Pf apPOL inh -10 and mHTT CaM bind -7.
O=C(O)c1ccc(-c2cccs2)s1 was read as Pf apPOL inh -7.
Screening CC(C)c1cc(C2CCCN2C(=O)Nc2cccc(Cl)c2)no1 (configuration not stated) returned Pf apPOL inh -6 and mHTT CaM bind -8.
Screening COc1ccc(Cl)cc1C1=N/C(=C/c2ccccc2[N+](=O)[O-])C(=O)O1 returned Pf apPOL inh -2 and mHTT CaM bind 2.
Screening Nc1cc(C2CCN(C(=O)Nc3cc(Cl)cc(Cl)c3)CC2)no1 returned Pf apPOL inh -10 and mHTT CaM bind 1.
Cc1cc([N+](=O)[O-])ccc1NC(=O)c1ccc(Cl)cc1Cl was read as Pf apPOL inh 0 and mHTT CaM bind 0.
O=C(NCCc1ccncc1)C1CCN(C(=O)NCc2cccs2)CC1 was read as Pf apPOL inh -7 and mHTT CaM bind -18.
`Cc1ccc(N2C(=O)C3C(C2=O)C2(C4OCCO4)C=CC3(C)O2)cc1` (configuration not stated) gave Pf apPOL inh 1 and mHTT CaM bind 1.
`O=C(c1cn2c(n1)CCCC2)N1CCN(c2ccccn2)CC1` gave Pf apPOL inh -8 and mHTT CaM bind -2.
Screening Cc1nc(C(=O)Nc2ccccc2)c(C)o1 returned Pf apPOL inh 9 and mHTT CaM bind -10.
COc1ccc(NC(=O)CN(Cc2ccccc2)S(=O)(=O)c2ccc(F)cc2)cc1 was read as Pf apPOL inh -4 and mHTT CaM bind -7.
Screening Cc1cccc(NC(=O)Nc2nccn(-c3cc(C)cc(C)c3)c2=O)c1 returned Pf apPOL inh -2 and mHTT CaM bind -4.

Looked up by structure from the list above (5):
COc1ccc(NC(=O)CN(Cc2ccccc2)S(=O)(=O)c2ccc(F)cc2)cc1 was read as Pf apPOL inh -4 and mHTT CaM bind -7.
Screening Nc1cc(C2CCN(C(=O)Nc3cc(Cl)cc(Cl)c3)CC2)no1 returned Pf apPOL inh -10 and mHTT CaM bind 1.
Cc1cc([N+](=O)[O-])ccc1NC(=O)c1ccc(Cl)cc1Cl was read as Pf apPOL inh 0 and mHTT CaM bind 0.
O=C(NCCc1ccncc1)C1CCN(C(=O)NCc2cccs2)CC1 was read as Pf apPOL inh -7 and mHTT CaM bind -18.
O=C(O)c1ccc(-c2cccs2)s1 was read as Pf apPOL inh -7.

Next part.
For O=C(O)C=CC(=O)NC1CCCCC1 the results were Pf apPOL inh 4 and mHTT CaM bind -6.
Cc1cccc(CNC(=O)C2CCN(c3ccncc3)CC2)c1 was read as Pf apPOL inh -1 and mHTT CaM bind -1.
`O=Cc1ccc(-c2ccc(-n3cnnn3)cc2)o1` gave Pf apPOL inh -5 and mHTT CaM bind -2.
`Fc1cccc(-c2nc(-c3ccc4c(c3)ncn4CCN3CCCC3)no2)c1` gave Pf apPOL inh 1 and mHTT CaM bind 23.
`CC(=O)N1CCC(COc2ccc(C(=O)N3CCCCC3)cc2)CC1` gave Pf apPOL inh -3 and mHTT CaM bind 4.
Screening O=C(COc1ccc(Br)cc1Cl)NCCO returned Pf apPOL inh 7 and mHTT CaM bind -5.
For CCCn1cnnc1C1CCN(Cc2cc(OC)ccc2OC)CC1 the results were Pf apPOL inh -5 and mHTT CaM bind 5.
Screening COc1cc(C=Nc2cccc3c(=O)[nH][nH]c(=O)c23)c([N+](=O)[O-])cc1OC returned Pf apPOL inh -1 and mHTT CaM bind 13.
Screening O=C(c1cc(-c2cccs2)[nH]n1)N1CCc2c(nc3cc(-c4ccccc4)[nH]n3c2=O)C1 returned Pf apPOL inh 6 and mHTT CaM bind 17.
`O=C1OC(c2ccc(Cl)c([N+](=O)[O-])c2)=N/C1=C/c1cc2c(cc1Cl)OCO2` gave Pf apPOL inh -7 and mHTT CaM bind 1.
`CN(c1ccc(F)cc1)S(=O)(=O)c1ccc2[nH]cc(C(=O)NCc3ccccn3)c(=O)c2c1` gave Pf apPOL inh -12 and mHTT CaM bind 41.
COc1ccc(C(=O)N2CCN(c3cccc(OC)c3)C(=O)C2C)cc1 (configuration not stated) was read as Pf apPOL inh -1 and mHTT CaM bind 0.
O=C(Cc1ccc(NS(=O)(=O)c2cccnc2)cc1)N1CCCC1 was read as Pf apPOL inh -8 and mHTT CaM bind -8.
COc1cc(C)c(S(=O)(=O)n2cnc3cc([N+](=O)[O-])ccc32)cc1C was read as Pf apPOL inh -12 and mHTT CaM bind 0.
For O=C(c1cc2ccccc2o1)N1CCN(Cc2ccsc2)CC1 the results were Pf apPOL inh -23 and mHTT CaM bind 10.

Of the compounds above, these contain an aryl thioether with sulfur outside any ring:
For Cn1cccc1CN(C(=O)CSc1ccc(F)cc1)C1CC1 the results were Pf apPOL inh -7 and mHTT CaM bind 10.
`N#CCSc1nccc2c(OCc3ccc(F)cc3)cccc12` gave Pf apPOL inh -5 and mHTT CaM bind -6.

The list goes on:
`O=C(O)CN=C1CCc2ccccc2N1` gave Pf apPOL inh -16 and mHTT CaM bind -1.
Screening O=C(NCC1(O)CCCC1)c1cccc(Br)c1 returned Pf apPOL inh 0 and mHTT CaM bind -6.
For O=C(CCC(=O)N1Cc2cccn2-c2ccccc21)NC1CCCC1 the results were Pf apPOL inh 0 and mHTT CaM bind -1.
NC(=O)c1cc2cc(Cl)cc(Cl)c2oc1=Nc1cccc(F)c1 was read as Pf apPOL inh 1 and mHTT CaM bind -4.
`CSc1nnc(-c2nn(C)c3c2CN(C(=O)c2ccccc2C(F)(F)F)CC3)n1C` gave Pf apPOL inh 3 and mHTT CaM bind 6.
Cc1oc(C(C)(C)C)cc1-c1cc(NS(=O)(=O)c2ccc(Cl)cc2)n[nH]1 was read as Pf apPOL inh -1.
`COc1ccc(CCNC(=O)c2cc3n(n2)CCCN(Cc2ccccc2)C3=O)cc1OC` gave Pf apPOL inh -1 and mHTT CaM bind 11.
COc1ccc(-c2coc3c4c(ccc3c2=O)OCN(C2CC2)C4)cc1OC was read as Pf apPOL inh -10 and mHTT CaM bind -2.
`CC(C)NC(=O)C1CN(C(=O)c2ccccc2)CC1c1cccc(C(F)(F)F)c1` (configuration not stated) gave Pf apPOL inh -5 and mHTT CaM bind 15.
For CCc1nnc(NC(=O)c2sc3nc4c(cc3c2N)CCCCC4)s1 the results were Pf apPOL inh 0&-8 and mHTT CaM bind -13&10.
Screening COc1ccc2oc(=Nc3ccccc3C)c(C(=O)NC(C)=O)cc2c1 returned Pf apPOL inh 1 and mHTT CaM bind 1.
For N#CCC[C@@H]1CC[C@]2(CCCN(Cc3ccc(Br)cc3)C2)O1 the results were Pf apPOL inh -7 and mHTT CaM bind 9.
`Cc1noc(C)c1CCC(=O)N1CCC(c2nnc(C(C)C)o2)CC1` gave Pf apPOL inh -1 and mHTT CaM bind -10.
`Cc1cc(C)c2c(N)c(C(=O)NCC(=O)O)sc2n1` gave Pf apPOL inh -5 and mHTT CaM bind -3.
`CC(=O)Nc1ccc(NC2=CC(=O)CC(c3ccccc3)C2)cc1` (configuration not stated) gave Pf apPOL inh -2 and mHTT CaM bind -2.
`CC1(C)C(C=C(Cl)Cl)C1C(=O)Nc1cccc(C(F)(F)F)c1` (configuration not stated) gave Pf apPOL inh -1 and mHTT CaM bind 53*.
For O=C(Nc1ccc(OCc2ccccc2)cc1)N1CCN(C(=O)C2CCCO2)CC1 (configuration not stated) the results were Pf apPOL inh -16.
For CCC(C)n1c(=N)c(C(N)=O)cc2c(=O)n3ccccc3nc21 (configuration not stated) the results were Pf apPOL inh 7 and mHTT CaM bind -2.

High-throughput results (PubChem BioAssay)
